# GSK3A inh = blockers of GSK3A enzyme activity – biochemical, luminescence, cell-free homogeneous, HTS, primary screen; inhibition, % at 10 µM; Glycogen synthase kinase-3 alpha (Homo sapiens), P49840; GSK-3 alpha kinase, ADP-Glo luminescence, 60 min; AID 2650, 2010; hit rate 0.1% among 320,000;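 in the data active means inhibition above about 50%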;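 further: GST-tagged GSK-3 alpha with peptide substrate and 25 µM ATP; 0% = DMSO neutral wells and 100% = GW8510 positive control wells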
# Target sequence (P49840 whole entry, looked up): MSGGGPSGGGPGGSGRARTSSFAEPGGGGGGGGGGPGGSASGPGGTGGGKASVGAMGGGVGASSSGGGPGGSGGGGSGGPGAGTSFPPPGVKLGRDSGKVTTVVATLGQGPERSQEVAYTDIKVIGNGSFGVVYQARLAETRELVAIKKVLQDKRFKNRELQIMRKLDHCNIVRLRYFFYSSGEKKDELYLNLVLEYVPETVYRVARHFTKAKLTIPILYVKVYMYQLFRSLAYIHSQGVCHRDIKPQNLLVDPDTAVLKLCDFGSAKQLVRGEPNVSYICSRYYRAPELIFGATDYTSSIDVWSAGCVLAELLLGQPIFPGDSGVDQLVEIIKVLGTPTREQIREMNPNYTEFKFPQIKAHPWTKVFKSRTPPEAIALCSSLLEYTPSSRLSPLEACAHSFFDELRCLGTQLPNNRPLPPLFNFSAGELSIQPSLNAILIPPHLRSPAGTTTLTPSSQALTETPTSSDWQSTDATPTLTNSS
# HDAC3 inh = HDAC3 deacetylase inhibitors, primary screen, biochemical, fluorescence, cell-free homogeneous | Histone deacetylase 3 (Homo sapiens), O15379 | recombinant HDAC3, fluorogenic peptide/trypsin coupled | inhibition, % at 8.3 µM | hit rate 0.15% among 320,000; in the data active means inhibition above about 26%, passing the limit was not always enough; inconclusive means no clear call, values can overlap the other calls
# Target sequence (O15379 whole entry, looked up): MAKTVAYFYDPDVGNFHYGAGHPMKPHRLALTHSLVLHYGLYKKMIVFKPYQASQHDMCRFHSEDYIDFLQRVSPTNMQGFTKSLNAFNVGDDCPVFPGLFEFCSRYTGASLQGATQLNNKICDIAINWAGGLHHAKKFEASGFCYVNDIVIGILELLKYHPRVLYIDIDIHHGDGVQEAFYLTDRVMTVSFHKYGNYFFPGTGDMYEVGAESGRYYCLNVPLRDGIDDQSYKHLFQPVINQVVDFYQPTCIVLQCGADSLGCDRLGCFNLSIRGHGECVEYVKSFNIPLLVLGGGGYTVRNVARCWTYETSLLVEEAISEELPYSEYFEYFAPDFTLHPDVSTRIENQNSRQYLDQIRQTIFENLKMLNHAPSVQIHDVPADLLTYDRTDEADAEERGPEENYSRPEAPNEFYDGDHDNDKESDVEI
# DYRK1A inh = rat Dyrk1A kinase inhibitors, primary screen, biochemical, single point, plate reader | AID 504441, 2011 | hit rate 0.43% among 310,000 | ADP-Glo luminescence, NFATc1 peptide | inhibition, % at 12.5 µM; in the data active means inhibition above about 50%;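 further: plate controls were vehicle with enzyme for no effect and no enzyme for full effect; many of its hits are not listed in these tables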
# GSK3B inh = human GSK3beta kinase inhibitors, primary screen, biochemical, cell-free homogeneous, HTS; Glycogen synthase kinase-3 beta (Homo sapiens), P49841; GST-GSK3beta kinase, ADP-Glo luminescence, 60 min; hits give low values; activity score (negative = inhibition), % at 10 µM; hit rate 0.038% among 300,000;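 active means more than half of replicate wells score below -50%, meaning over 50% inhibition versus plate controls; inconclusive means some replicates but at most half score below -50%; inactive means no replicate scores below -50%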;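 further: 0% = median DMSO wells and -100% = median GW8510 positive control wells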
#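 Assay system: GST-fused GSK3beta enzyme, cell-free / Medium: Tris pH 7.5 buffer with MgCl2, DTT, BSA, heparin / Also added: peptide substrate plus 25 µM ATP (final) / Compound: 10 µM single point / Timing: kinase reaction with compound 60 min at room temperature / Detection: ADP-Glo luminescence / Benchmarks: DMSO neutral wells and GW8510 at 20 µM as positive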
# PolyA inh = polyadenylation inhibitors in yeast reporter cells, primary screen, luminescence, S. cerevisiae | S. cerevisiae SKY197-pL101 polyadenylation reporter, beta-gal luminescence; efflux-impaired pdr1/pdr3 knockout yeast; score 100 = 6 SD above DMSO | AID 1875, 2009 | hit rate 0.02% among 300,000 | calls only at 12 µM;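 active means lowest replicate activity score at least 50, where 100 means six control SD above control mean; inconclusive means lowest score under 50 but half or more replicates reach 50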;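 further: yeast exposed to compound for 9 h at 30 °C; higher score means more reporter readthrough which indicates perturbed polyadenylation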
# HSP90 inh = HSP90 inhibitors, primary screen, cell lysate, luminescence; Rabbit reticulocyte lysate, luciferase refolding luminescence, 3 h; hit rate 0.91% among 290,000; inhibition, % at 5.6 µM; Heat shock protein HSP 90 (rabbit reticulocyte lysate; luciferase refolding);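 active means inhibition above the screen-wide mean plus 3 SD, computed separately per campaign, cut at about 16% in these data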;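 further: 0% = DMSO wells and 100% = 60 µM geldanamycin wells; inhibitors lower the luminescence because luciferase stays unfolded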
# AI-2 QS modul = Vibrio harveyi AI-2 quorum sensing modulators, primary screen, JMH597 strain, luminescence/OD600 ratio. Vibrio harveyi JMH597 AI-2 luminescence/OD600 ratio, 9 h; hits give low values; strain lacks LuxN and CqsS sensors; 0 = neutral-control median. activity change, % at 7.5 µM. hit rate 0.4% among 300,000; in the data active means activity change below about -75%, passing the limit was not always enough; inconclusive means no clear call, values can overlap the other calls;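 further: luminescence divided by OD600 gain over 9 h not by final OD600 alone; inactives centre near 13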
# HSF1 activator = HSF-1 activators, primary screen, NIH3T3-HGL cells, MG132 stress, luminescence, single point. NIH3T3-HGL HSF-1 luciferase reporter, 8 h; 100% = twice DMSO control signal. activation, % at 9 µM. hit rate 1.7% among 300,000. AID 504408, 2011;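 active means mean replicate activation of at least 50% with a set share of replicates each reaching 50%; inconclusive means only one of those two conditions met; inactive means mean below 50% and too few replicates reaching it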;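 further: 0% = median of the neutral control wells and 100% = twice that signal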
# Platelet DG rel = inhibitors of platelet dense granule secretion, primary screen, cell-based, MLPCN, human platelets. human platelet-rich plasma, SFLLRN dense granule ATP release, luminescence. hit rate 0.22% among 300,000. inhibition, %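 (compounds screened at 7.5 µM in platelet-rich plasma)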;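 active means mean replicate score, as percent of positive control, at or above 50; inconclusive means mean below 50 but at least one replicate at or above 50; inactive means mean and every replicate below 50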
# HSF1 inh = HSF1 inhibitors in luciferase reporter cells, primary screen, cell-based, NIH3T3, luminescence. hit rate 0.77% among 300,000. activity change, negative = inhibition, % at 7.5 µM (by protocol). NIH3T3-HGL HSE-luciferase, MG132-induced, luminescence 8 h; hits give low values. AID 2098, 2009;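 active means more than half of replicate wells show activity change below -50%, luminescence cut by over half; inconclusive means some wells, but at most half, below -50%; inactive means no replicate well below -50%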;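 further: luciferase reports HSF-1 transcriptional activity via heat shock element; 0% = median of DMSO wells and -100% = zero luminescence signal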
# Numbers without * were called inactive; i = inactive; u = inconclusive; x = not tested or not shown. A portion of the library; rates above refer to the full screens.
(1) Cc1ccc(S(=O)(=O)N2CCN(C(=O)CC(C)n3cncn3)CC2)cc1C (stereo not given)
(2) CC1Oc2ccccc2N(CC(=O)Nc2ccc(F)cc2)C1=O (stereo not given)
(3) COc1cccc(OC)c1OCCOc1ccccc1OC(C)C
(4) CCOc1ccc(-n2nc3c(=O)n(CCN4CCCCC4)nc(C)c3c2C)cc1
(5) Cc1ccc(C(=O)Nc2nnc(C3=COCCO3)o2)cc1C
(6) COc1ccc(Cn2c(=O)[nH]c3cc(C(=O)NCCCOC(C)C)ccc3c2=O)cc1
(7) Cc1ccc(NCc2ccc(C)s2)cc1
(8) CCOC(=O)c1c(-c2ccc(C)o2)csc1NC(=O)CSc1nnnn1-c1ccccc1
Assay by compound,1,2,3,4,5,6,7,8
GSK3A inh,-1,1,-2,-1,1,-1,0,-2
HDAC3 inh,0,-3,6,-11,-4,x,0,11
DYRK1A inh,-7,1,3,9,14,-2,x,0
GSK3B inh,-1,-1,-2,3,3,-2,3,-1
PolyA inh,i,i,i,i,i,i,i,i
HSP90 inh,3,-1,-1,1,2,4,-2,3
AI-2 QS modul,-2,4,3,14,3,13,5,21
HSF1 activator,-5,-4,6,4,0,-17,3,u
Platelet DG rel,-2,-5,3,1,2,1,-4,5
HSF1 inh,-4,1,-8,-5,-11,-2,6,53

# Profiles, quoted from the list:
# COc1cccc(OC)c1OCCOc1ccccc1OC(C)C is entered as GSK3A inh: -2; HDAC3 inh: 6; DYRK1A inh: 3; GSK3B inh: -2; PolyA inh: i; HSP90 inh: -1; AI-2 QS modul: 3; HSF1 activator: 6; Platelet DG rel: 3; HSF1 inh: -8
# Cc1ccc(S(=O)(=O)N2CCN(C(=O)CC(C)n3cncn3)CC2)cc1C (stereo not given) is entered as GSK3A inh: -1; HDAC3 inh: 0; DYRK1A inh: -7; GSK3B inh: -1; PolyA inh: i; HSP90 inh: 3; AI-2 QS modul: -2; HSF1 activator: -5; Platelet DG rel: -2; HSF1 inh: -4

# (further entries)
(9) O=C(NCCN1CCOCC1)c1ccncc1
(10) COc1ccc(CCN(C)C(=O)CCCN2C(=O)c3cccc4cccc(c34)C2=O)cc1OC
(11) O=C(CSc1cccc[n+]1[O-])NCC1CCCCC1
(12) CN(C)CCCN(C(=O)c1ccco1)c1nc2cc3c(cc2s1)OCO3
(13) Oc1ccc(Cl)cc1/C=C/c1ccc2cccc(O)c2n1
(14) COCCCN(Cc1ccco1)C(=O)Cn1ncc2c([nH]c3ccccc32)c1=O
(15) CC(=O)N1CCN(C(=O)c2cccc(S(=O)(=O)N3CCN(c4ccc(F)cc4)CC3)c2)CC1
(16) N#CCCn1c(SCC(=O)Nc2ccc(N3CCOCC3)cc2)nc2ccccc21
Assay by compound,9,10,11,12,13,14,15,16
GSK3A inh,-1,-2,-2,2,x,2,-2,1
HDAC3 inh,-1,-2,-3,3,x,u,2,-1
DYRK1A inh,1,-3,x,3,-1,3,3,0
GSK3B inh,-1,1,4,-1,4,0,-1,-1
PolyA inh,i,i,i,i,i,i,i,i
HSP90 inh,0,-1,9,-1,0,-2,x,-5
AI-2 QS modul,29,8,17,19,35,16,-2,9
HSF1 activator,-9,-3,-1,34,58*,-7,-5,3
Platelet DG rel,-3,-2,12,10,11,0,18,4
HSF1 inh,-11,-2,0,10,29,5,-2,-4

# Down the list, quoted from above.
# Compounds 11–16 in HSP90 inh read 9, -1, 0, -2, x, -5

# (list continues)
(17) N#CCC(=O)Nc1ccc(C(=O)OCC(=O)NNC(=O)c2cccs2)cc1
(18) CC(=O)Nc1ccc(S(=O)(=O)N2CCC(C(=O)O)CC2)cc1
(19) CCCS(=O)(=O)N1CCCC(C(=O)NCCCN(C)Cc2ccccc2)C1 (stereo not given)
(20) O=[N+]([O-])c1ccc(S(=O)(=O)N/N=C/c2ccsc2)cc1
(21) C[C@H](NC(=O)c1ccccc1Cl)C(=O)OCCOc1ccc(Cl)cc1
(22) O=C(NNS(=O)(=O)c1ccc2ccccc2c1)c1cccs1
(23) CCOc1ccc(S(=O)(=O)N2CCCC(C(=O)N3CCN(c4ccccc4)CC3)C2)cc1 (stereo not given)
(24) COc1cccc2c(=O)n(CC(=O)N3CCN(c4ccccc4)CC3)ccc12
Assay by compound,17,18,19,20,21,22,23,24
GSK3A inh,-2,0,-6,x,-2,-3,3,0
HDAC3 inh,-4,7,-5,0,10,-3,-11,2
DYRK1A inh,3,-3,-4,1,-1,x,-7,2
GSK3B inh,0,2,2,1,-1,5,2,1
PolyA inh,i,i,i,i,i,i,i,i
HSP90 inh,x,-1,1,-4,5,2,1,-3
AI-2 QS modul,-3,2,11,-9,10,38,41,9
HSF1 activator,-21,9,-16,2,-5,-4,-1,-33
Platelet DG rel,7,2,5,-10,-5,-31,15,11
HSF1 inh,-4,1,-17,4,0,12,-8,-15

(25) c1ccc(C2=Nc3ccccc3SC2c2nc3ccccc3[nH]2)cc1 (stereo not given)
(26) COc1ccc(N(C(=O)C2CCCCC2)S(=O)(=O)c2cccc3cccnc23)cc1
(27) CCOC(=O)CC(=O)NC1(Cc2ccc(O)cc2)CCCCC1
(28) CN1CCN(c2nc(-c3ccccc3)nc(-c3ccc(F)cc3)c2C#N)CC1
(29) Cc1cc(NC(=O)NCc2ccccc2)c(=O)n(Cc2ccc(F)cc2)c1
(30) O=C(NCCN1CCN(C(=O)c2ccc(F)cc2)CC1)C(=O)NCc1ccccc1
(31) COc1cc(/C=N/NC(=O)C2CCN(CC(O)COCc3ccccc3)CC2)ccc1O (stereo not given)
(32) O=C(c1ccccc1)c1ccc(C(=O)N2CCCC(C(F)(F)F)C2)cc1 (stereo not given)
Assay by compound,25,26,27,28,29,30,31,32
GSK3A inh,0,-4,1,-2,1,-2,1,-1
HDAC3 inh,11,7,-2,2,-14,1,6,2
DYRK1A inh,x,2,-16,-5,-1,-3,0,-7
GSK3B inh,3,3,1,3,1,-1,2,-3
PolyA inh,i,i,i,i,i,i,i,i
HSP90 inh,3,7,-1,3,2,-5,-1,x
AI-2 QS modul,33,9,2,-2,18,-3,15,8
HSF1 activator,84*,5,0,x,4,-4,-6,8
Platelet DG rel,-15,-5,-5,1,3,-2,14,9
HSF1 inh,37,2,-1,x,4,1,3,-1

(33) COc1ccc(OCCOCC(O)CN2CCOCC2)cc1 (stereo not given)
(34) CCC(=O)N1CCN=C1SCc1c(F)cccc1Cl
(35) CC1CN(CC(=O)NCc2ccc(Cl)cc2)CC(C)O1 (stereo not given)
(36) Cc1ccc(-c2nnnn2CS(=O)(=O)c2ccccc2)cc1
(37) O=C(c1ccc(Cl)cc1)c1ccccc1C(=O)N1CCOCC1
(38) CCCCN(C)S(=O)(=O)c1cc2c3c(c1)CCC(=O)N3CCC2
(39) CC(=O)N(c1nc(CCl)cs1)c1cccc(C)c1C
(40) O=C(COC(=O)c1cccc(Oc2ccccc2)c1)NCc1ccco1
Assay by compound,33,34,35,36,37,38,39,40
GSK3A inh,-2,6,-1,0,-1,-1,-4,2
HDAC3 inh,-2,-11,-1,-11,u,-1,-2,2
DYRK1A inh,8,-5,0,4,-4,-4,-1,3
GSK3B inh,3,-1,-6,3,-5,-3,2,5
PolyA inh,i,i,i,i,i,i,i,i
HSP90 inh,-4,0,-5,0,2,7,-6,-2
AI-2 QS modul,8,18,17,39,7,19,16,4
HSF1 activator,x,-11,-2,27,6,5,x,-22
Platelet DG rel,0,-1,-14,1,-1,-5,10,2
HSF1 inh,x,-2,-2,5,3,2,x,-11

(41) CCOC(=O)c1cc(-c2cccnc2)nn1-c1ccccn1
(42) c1ccc(C(c2ccccn2)c2ccccn2)cc1
(43) CCCCC1CC(CSC(=N)N)OC1=O (stereo not given)
(44) COc1cc(C)c2c(c1C=O)Oc1c(c(C)c(O)c3c1C(O)OC3=O)OC2=O (stereo not given)
(45) O=C(Nc1cccnc1)Nc1cccc(F)c1
(46) CC(C)NC(=O)NC(=O)COC(=O)c1ccc(F)cc1F
(47) O=C(COC(=O)CCc1ccc(S(=O)(=O)N2CCOCC2)cc1)NC(=O)NC1CCCCC1
(48) O=C(Cn1c(CN2CCCCC2)nc2ccccc2c1=O)NC1CCCCC1
Assay by compound,41,42,43,44,45,46,47,48
GSK3A inh,1,-1,-1,5,2,x,0,3
HDAC3 inh,0,-1,1,-2,4,x,1,0
DYRK1A inh,1,-2,-2,7,x,-6,-5,1
GSK3B inh,-1,1,-1,0,-2,0,0,0
PolyA inh,i,i,i,i,i,i,i,i
HSP90 inh,0,-2,5,2,1,-6,3,2
AI-2 QS modul,19,23,9,24,-20,34,24,6
HSF1 activator,-26,-1,-11,12,9,-8,-2,-9
Platelet DG rel,8,3,-1,-2,-1,2,-5,6
HSF1 inh,-15,4,3,4,1,6,-6,-10

(49) CCOC(=O)c1oc2ccccc2c1CSc1nnc(-c2ccco2)o1
(50) O=C(COc1ccc(-n2cnnn2)cc1)N1CCN(c2ccc(F)cc2)CC1
(51) COC(=O)N/N=C(\C)c1ccccc1Br
(52) Cn1c(CNC(=O)Nc2ccccc2Cl)nnc1SCc1ccccc1
(53) CCOC(=O)C1C(=O)C=C(N2CCOCC2)CC1c1cccc(OC)c1 (stereo not given)
(54) COc1cc(C(=O)NNc2nc3cc4c(cc3s2)OCO4)cc(OC)c1OC
(55) O=C(CN(c1ccc(F)cc1)S(=O)(=O)c1ccc2c(c1)OCCO2)NCc1ccncc1
(56) Cc1cc(C)c2ccc(/C=N/O)nc2c1O
(57) Cc1cc(NC(=O)CSc2nncn2N)no1
Assay by compound,49,50,51,52,53,54,55,56,57
GSK3A inh,-1,-2,-2,-1,-7,-1,0,2,1
HDAC3 inh,-7,-7,12,-1,-3,1,5,-3,-11
DYRK1A inh,0,-2,-3,7,8,-6,1,2,-1
GSK3B inh,-3,0,-1,-2,4,1,4,-1,2
PolyA inh,i,i,i,i,i,i,i,i,i
HSP90 inh,-4,2,-2,-1,-2,2,-1,3,1
AI-2 QS modul,14,32,2,18,14,25,22,14,15
HSF1 activator,-4,-5,-1,4,-1,62*,1,-8,5
Platelet DG rel,1,-3,2,x,1,-7,0,-2,1
HSF1 inh,5,1,0,6,-6,26,-2,-10,-11

# Screening data as filed in PubChem.
